# RSV antiviral HEp-2: RSV antiviral activity via CPE protection, HEp-2 cells, primary 10 µM value included (AID 2391) | HEp-2 cells, RSV-induced CPE inhibition; higher % means a stronger effect | actives 0.13% (n = 310,000) | CPE inhibition, % at 10 µM, or IC50 in µM where a hit was titrated; in the data active = a potency from the dose series; inconclusive = CPE inhibition mostly from about 23% at the one dose, without a potency; inactive = the rest, 99 in 100 with CPE inhibition below about 21%; note: strong numbers were not always called active
# TNAP activation fold: human TNAP enzyme activators, primary screen, biochemical, luminescent, no phosphate acceptor, uHTS (AID 1001); one-dose activation fold at 20 µM; EC50 in µM for titrated hits; purified TNAP, luminescent activation assay, no phosphate acceptor; higher activation fold means a stronger effect; actives 0.03% (n = 200,000); in the data active = activation fold from about 3, or a potency from the dose series; inactive = the rest, 99 in 100 with activation fold below about 1.6; note: many of its hits are not listed in these tables
# MgcRacGAP inhibition: MgcRacGAP GTPase-activating activity inhibitors, confirmation, biochemical, ADP Hunter fluorescence. MgcRacGAP-stimulated Rac1 GTP hydrolysis, ADP Hunter fluorescence; higher % means a stronger effect; GST-tagged Rac1 F28L mutant substrate. inhibition, % at 30 µM; hits with a dose series show IC50 in µM. actives 0.6% (n = 340,000). AID 624330, 2012;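 active = first-screen hits whose inhibition reached a set limit at any dose in the follow-up dose series; inconclusive = inhibition above the set first-screen limit but never retested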;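 note: fluorescence reports GDP produced by GAP-driven GTP hydrolysis; strong numbers were not always called active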
# Myeloid diff 2: induction of myeloid progenitor differentiation, primary screen, cell-based, flow cytometry, MLPCN library. actives 1% (n = 360,000). calls only at 10 µM. ER-HoxA9 myeloid progenitors, lysozyme-GFP differentiation;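 active = normalized GFP-positive differentiation at or above the plate's own cutoff, the solvent-only control mean plus 3 SD; inconclusive = no clear call, values can overlap the other calls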;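 note: cells exposed to compound for four days before flow analysis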
# PhoP inhibition: inhibitors of PhoP regulon expression, primary screen, Salmonella Typhimurium, GFP reporter (AID 1863) | S. Typhimurium PhoP-regulated promoter GFP reporter, 4 h; higher % means a stronger effect | one-dose inhibition, % at 50 µM; IC50 in µM for titrated hits | actives 0.16% (n = 300,000);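 active = inhibition over 29.93%, a cutoff 3 SD above the screen mean, later confirmed by dose response; inconclusive = inhibition over 29.93% but no dose response follow-up; inactive = inhibition at most 29.93% or unconfirmed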;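 note: 0% = low Mg2+ inducing control and 100% = high Mg2+ repressing control; strong numbers were not always called active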
# T cell HTS: modulators of CD8 T cell-vesicle binding, primary screen, mouse 2C CD8+ T cells, flow cytometry. calls only at 7 µM. 2C CD8+ T cell-vesicle binding; active compounds read low. actives 0.068% (n = 330,000);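 active = response, share of CD8 T cells binding vesicles, and their 90th percentile fluorescence all below set limits, cut at about 80% in these data, passing the limit was not always enough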
#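 Also added: QL9-peptide-loaded Drosophila micro-vesicles bearing Ld, ICAM-1 and B7-1; Test system: purified 2C TCR transgenic mouse naive CD8+ T cells; Measured by: cytometric PE anti-B7-1 and Alexa647 anti-CD8 signals after 1% paraformaldehyde fixation; Timing: binding step 1.5 h, 37 °C, antibody labelling 20 min, ice.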
# NTR1 ag: agonists of NTR1, primary screen, imaging, U2OS cells, beta-arrestin-GFP, high content (AID 493036); Neurotensin receptor type 1 (Homo sapiens), P30989; NTR1-U2OS beta-arrestin-GFP spot imaging, agonist mode; activation, % at 20 µM; actives 0.17% (n = 330,000);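 active = activation at or above 40% of the spot to cytoplasm intensity ratio, with at least 20 cells analyzed; inconclusive = wells under 20 cells, flagged as cytotoxic or low count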;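 note: 0% = DMSO without peptide and 100% = 100 nM NTR1 peptide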
# Target sequence (P30989 whole entry, looked up): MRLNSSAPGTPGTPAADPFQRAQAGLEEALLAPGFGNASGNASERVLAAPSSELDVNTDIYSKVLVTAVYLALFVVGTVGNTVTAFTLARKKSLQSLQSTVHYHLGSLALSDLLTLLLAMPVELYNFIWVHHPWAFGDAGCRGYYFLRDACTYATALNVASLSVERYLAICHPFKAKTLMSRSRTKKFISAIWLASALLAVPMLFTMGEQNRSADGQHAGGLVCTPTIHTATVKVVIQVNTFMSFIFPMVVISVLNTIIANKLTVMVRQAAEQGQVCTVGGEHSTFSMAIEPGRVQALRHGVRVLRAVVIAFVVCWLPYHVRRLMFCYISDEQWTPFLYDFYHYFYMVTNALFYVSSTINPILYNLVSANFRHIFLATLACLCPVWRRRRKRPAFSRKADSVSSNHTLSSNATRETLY
# Large T inhibition: SV40 large T antigen inhibitors, biochemical (AID 1903); SV40 large T antigen ATPase/helicase inhibition assay; higher % means a stronger effect; actives 0.39% (n = 310,000); one-dose inhibition, % at 20 µM; IC50 in µM for titrated hits; in the data active = a potency from the dose series; inconclusive = inhibition mostly from about 32% at the one dose, without a potency; inactive = the rest, 99 in 100 with inhibition below about 32%; note: strong numbers were not always called active
# UTI89 phage lysis: inhibition of K1F phage lysis, E. coli UTI89, bacterial capsule biogenesis inhibitors, alamar blue (AID 488966); E. coli UTI89 K1F phage lysis, alamar blue, 2 h; higher % means a stronger effect; inhibition, % at 100 µM; hits with a dose series show IC50 in µM; actives 0.02% (n = 340,000);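 active = phage lysis inhibition, versus mean bacterial control, above a set limit; inconclusive = no clear call, values can overlap the other calls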;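 note: capsule biogenesis inhibitors block K1F phage lysis so surviving cells raise fluorescence; higher fluorescence means more inhibition of phage lysis; actives were called in the ten point dose series up to 300 µM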
# T cell HTS vesicle-bound %: further read-out of T cell HTS, marked with its call; double positive events, %; measured here: CD8+ vesicle-bound cell fraction;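 binding gate set so that unloaded-vesicle control wells show 10% double positive cells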
# NTR1 ag cell count 20 µM: further read-out of NTR1 ag, marked with its call; cell count; measured here: cell count, cytotoxicity flag
# Myeloid diff 2 GFP+ MAC1+ %: second read-out of Myeloid diff 2, no call of its own (marks repeat the call); GFP+ MAC1+ double positive, %; measured here: differentiation confirmed by MAC1 staining
# Numbers without * were called inactive; i = inactive; u = inconclusive; x = not tested or not shown; + = active, no number; [ ] = remark or other dose.
cpd	structure	NTR1 ag cell count 20 µM	MgcRacGAP inhibition	Large T inhibition	TNAP activation fold	T cell HTS	Myeloid diff 2 GFP+ MAC1+ %	PhoP inhibition	UTI89 phage lysis	RSV antiviral HEp-2	NTR1 ag	T cell HTS vesicle-bound %	Myeloid diff 2
1	C=C(C)COc1ccc(-c2[nH]ncc2-c2ccc(OC)c(OC)c2)c(O)c1	35	11%	-5%	1.7	i	x	-7%	-0.2%	-0.6%	13	43	u
2	Cc1ccc(C(=O)OCC(=O)NCc2ccc3c(c2)OCO3)s1	33	11%	2%	1.1	i	0.8	-7%	2.0%	0.2%	-0.4	23	i
3	Cc1ccccc1-n1c(=O)c(C#N)cc2c(=O)n3ccccc3nc21	78	5%	9%	1.2	i	0.8	-5%	0.5%	3.1%	0.9	59	i
4	CN1C(C)(C)CCCC1(C)C	70	5%	19%	x	i	0.6	-2%	-5.9%	2.1%	-1.5	63	i
5	N#C/C(=C\C1CC2C=CC1C2)c1nc2ccccc2[nH]1 (centres undefined)	92	9%	28%	1.1	i	1.1	-8%	0.3%	19%	1.5	26	i
6	CCc1cccc(C)c1NS(=O)(=O)c1cccs1	x	2%	4%	x	i	1.0	-3%	-0.2%	3.1%	x	20	i
7	COc1ccc(C(=S)N2CCOCC2)cc1OC(=O)c1cc(OC)c(OC)c(OC)c1	48	2%	-26%	x	i	8.2*	-1%	-0.3%	1.2%	0.7	55	+
8	COC(=O)c1c(NC(=O)CC2Nc3ccccc3NC2=O)sc(C)c1C (centres undefined)	54	-1%	14%	0.9	i	12	-3%	-0.1%	-0.9%	6.8	63	i
9	CC(Sc1nnc2n1CCCCC2)C(=O)Nc1ccc(S(N)(=O)=O)cc1 (centres undefined)	56	1%	x	x	x	0.3	x	0.9%[50 µM]	x	0.7	x	i
10	CCCC(=O)C1=C(O)C(C(=O)OC)C(C)(C)CC1=Nc1ccc(Br)cc1 (centres undefined)	40	0%	15%	x	i	0.3	-6%	-1.0%	0.6%	2.4	33	i
11	Cc1ccc(OCCn2c(SCCO)nc3c(N)ncnc32)cc1	77	5%	21%	x	i	1.2	5%	0.3%	3.8%	0.6	62	i
12	CCOC(=O)c1c(NC(=O)CSc2nnc(-c3ccccc3)o2)sc(C(C)=O)c1C	59	3%	6%	1.1	i	0.2	-8%	-0.2%	1.4%	0.5	42	i
13	Cc1ccc(NC(=O)CSc2nnc(NC(=O)c3ccc(S(=O)(=O)N4CCOCC4)cc3)s2)cc1	64	5%	10%	1.1	i	1.1	2%	1.1%[50 µM]	0.9%	-0.1	12	i
14	O=C(NCc1cccc(OC(F)(F)F)c1)c1ccc2c(c1)S(=O)(=O)c1cc(Cl)ccc1C2=O	73	10%	x	x	i	1.6	x	1.6%	x	3.9	34	i
15	CCC(C)n1c(=S)[nH]c2ccccc2c1=O (centres undefined)	44	5%	1%	1.1	i	0.2	-9%	-1.2%	-1.4%	4.0	70	i
16	CC1=C(C(=O)OCC2CCCO2)C(c2ccccc2OC(C)C)C2=C(CC(c3ccco3)CC2=O)N1 (centres undefined)	99	5%	1%	1.2	i	1.3	-1%	2.9%	0.2%	-2.1	34	i
17	Cc1ccc(S(=O)(=O)CCC(=O)OCc2ccccc2F)cc1	47	3%	4%	1	i	0.4	8%	0.5%	3.6%	0.1	27	i
18	Cc1ccc(C2CC(c3cccs3)=NN2C(=O)CSC2=NN3CCCC(=O)N=C3S2)cc1 (centres undefined)	70	11%	13%	0.9	i	1.6	8%	0.3%	5.7%	2.1	8	i
19	O=C1NCCN/C1=C\C(=O)c1ccccc1	51	2%	2%	1.1	i	1.5	-10%	0.4%	-1.2%	0.5	31	i
20	Cc1cc2nc(C3CCN(C(=S)NCC(C)C)CC3)[nH]c2cc1C	90	-2%	3%	1	i	0.2	16%	-0.1%	9.8%	-1.1	46	i
21	COc1ccc(Nc2ccnc(Nc3ccc(OC)cc3)n2)cc1	77	11%	24%	1.2	i	x	20%	0.7%[50 µM]	11%	20	45	x
22	O=S(=O)(NC1CC1)c1ccc(S(=O)(=O)N2CCN3CCCC3C2)cc1 (centres undefined)	52	3%	1%	0.9	i	3.2	1%	1.8%	-0.1%	0.8	33	i
23	COc1cccc(-c2cc(C(=O)N3CCN(c4ccccc4OC)CC3)no2)c1	43	6%	25%	x	i	x	4%	-1.2%	5.8%	4.8	31	x
24	COc1ccc(-c2nnc(SCC(=O)NC(=O)Cc3ccccc3)n2C)cc1	59	4%	x	x	i	2.1	x	0.7%[50 µM]	1.0%	0.4	37	i
25	O=C(N/N=C/C=C/c1cccc([N+](=O)[O-])c1)C(O)c1ccccc1 (centres undefined)	38	6%	x	1.2	i	0.0	x	0.5%	3.1%	-0.4	2	i
26	CCn1cc(C(=O)OCC(=O)Nc2c(C)cccc2C)c(=O)c2ccc(C)nc21	64	3%	9%	1.1	i	0.1	0%	8.3%	0.9%	1.2	43	i
27	COc1ccc(C(=O)Nc2cc3c(cc2OC)CCCC3)cc1Br	71	8%	8%	1	i	2.5	1%	3.3%	-0.9%	1.2	47	i
28	CC(=O)c1ccc2oc3ccccc3c(=O)c2c1	102	2%	13%	x	i	0.9	-6%	0.7%	21%	1.4	62	i
29	Cc1cc(/C=C(\C#N)C(=O)NCCc2c[nH]c3ccccc23)c(C)n1C	78	3%	7%	1.1	i	0.1	-7%	0.5%	1.9%	3.2	59	i
30	Cc1cc(C(=O)COC(=O)CNC(=O)c2ccc(Cl)c(Cl)c2)c(C)n1Cc1ccco1	82	-21%	-1%	1	i	0.1	-13%	0.2%	0.4%	1.1	58	i
31	N#CCSc1nnc(Cc2cccs2)n1C1CCCCC1	96	11%	31%	1.1	i	1.4	3%	0.1%	1.1%	2.3	48	i
32	CC(CCc1ccccc1)NC(=O)CNC(=O)COc1ccccc1 (centres undefined)	53	-1%	9%	0.9	i	0.3	-3%	0.3%	2.0%	-0.5	47	i
33	COc1cccc(/C=C/C(=O)OCC(=O)NCCC2=CCCCC2)c1	56	-5%	3%	1.2	i	0.3	5%	0.4%	-2.6%	-1.5	8	i
34	Cc1ccccc1/C=C\c1nc2ccccc2c(=O)n1Cc1ccccc1	63	5%	0%	1	i	0.5	14%	4.7%	4.3%	2.6	8	i
35	O=C(O)CCN1C(=O)C2C3C=CC(C3)C2C1=O (centres undefined)	55	5%	-1%	1.1	i	0.4	-7%	2.5%	0.4%	-2.2	52	i
36	CCOc1ccccc1N(CC(=O)NC1CCCCC1)S(=O)(=O)c1ccc(C)cc1	55	3%	0%	x	i	13*	6%	0.1%	3.1%	4.7	18	+
37	O=C(Nc1cccc(F)c1)C1CCCN(S(=O)(=O)c2cnc[nH]2)C1 (centres undefined)	60	10%	7%	x	i	1.9	-1%	0.0%	3.7%	-0.4	34	i
38	O=C(Cc1ccccc1)Nc1c(C(=O)N2CCCCCC2)cnn1-c1ccccc1	72	7%	11%	1.1	i	1.3	7%	2.5%	-0.2%	0.5	63	i
39	CCCNC(=O)c1nn2cc(Br)cnc2c1Br	24	1%	4%	0.9	i	1.0	-3%	12%	-0.4%	-0.3	8	i
40	COc1c(C)cc(Br)cc1C(=O)Nc1ccc(Cc2ccncc2)cc1	40	6%	-2%	1.1	i	0.5	-8%	0.6%	-1.6%	13	24	i
41	CC1(C)Cc2ccccc2-c2nnc(SCC(=O)N3CCc4ccccc43)n21	91	8%	2%	1.1	i	0.5	-1%	0.3%	1.5%	0.3	33	i
42	O=C(c1ccccc1)c1ccc(OCC(O)CNC2CCCc3ccccc32)cc1 (centres undefined)	50	10%	12%	1	i	0.4	10%	7.1%	7.2%	3.0	24	i
43	O=C(c1cc2nc(C3CC3)cc(C(F)(F)F)n2n1)N1CCCC1	51	6%	14%	1.1	i	0.6	-12%	0.2%	1.8%	-0.4	57	i
44	CCC(=O)NC(NC(=O)CC)C(Cl)Cl	82	6%	-3%	1	i	0.3	-2%	2.0%	1.7%	-0.2	27	i
45	COc1ccccc1N1CCN(C(=O)c2ccc(NC(C)=O)cc2)CC1	69	1%	6%	1.1	i	0.4	9%	0.4%	0.4%	0.2	48	i
46	CCCCN1CN=C(Nc2nc3ccccc3o2)NC1	59	0%	0%	1.1	i	5.8	-4%	-0.7%	0.1%	0.7	48	i
47	Cc1ccc(-c2nnn(CC(=O)N(Cc3ccco3)C(C(=O)NC(C)(C)C)c3ccncc3)n2)o1 (centres undefined)	93	11%	4%	1	i	0.1	-5%	0.3%	-0.9%	-1.9	16	i
48	NC(=O)c1nsc(C(=O)N(c2ccc(F)cc2)C(C(=O)NCC2CCCO2)c2c[nH]c3ccccc23)c1N (centres undefined)	38	4%	7%	x	i	x	0%	0.1%	5.1%	-0.5	26	u
49	Cc1c(C)c2ccc(OC(C)C(=O)NCc3ccccn3)cc2oc1=O (centres undefined)	71	4%	9%	x	i	2.6	2%	-0.1%	0.6%	-0.2	29	i
50	CCOC(=O)Cn1cc(/C=C/[N+](=O)[O-])c2ccccc21	78	23%	19%	0.9	i	0.3	0%	-0.7%	8.1%	2.1	41	i
51	COc1ccccc1C(=O)NCCC(=O)NC1CCCCC1C (centres undefined)	42	2%	12%	x	i	1.0	-1%	1.6%[50 µM]	-1.2%	0.3	20	i
52	Cc1ccc2nc(C)cc(C(=O)N3CCCC(CO)(Cc4ccccc4C)C3)c2c1 (centres undefined)	60	8%	-4%	1.1	i	0.6	7%	-0.4%	3.2%	2.6	55	i
53	CC(=O)c1ccccc1NC(=O)CC1(CC(=O)O)CCCCC1	55	1%	-1%	1.1	i	0.1	-1%	-0.1%	-0.6%	0.5	31	i
